CCR6 antagonist – blocks CCL20-driven beta-arrestin recruitment at human CCR6. P51684. CHO-K1 CCR6 PathHunter beta-arrestin, luminescence, CCL20-stimulated. inhibition, % at 20 µM. 340,000 compounds, 0.49% hits. AID 493098;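 active means compounds whose inhibition of the agonist-driven luminescence signal at 20 µM reaches about 50%, limit read from the data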;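 further: cells stimulated with CCL20 at 14 nM final; plate controls were DMSO with CCL20 for no effect and DMSO without agonist for full effect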
Target sequence (P51684 whole entry, looked up): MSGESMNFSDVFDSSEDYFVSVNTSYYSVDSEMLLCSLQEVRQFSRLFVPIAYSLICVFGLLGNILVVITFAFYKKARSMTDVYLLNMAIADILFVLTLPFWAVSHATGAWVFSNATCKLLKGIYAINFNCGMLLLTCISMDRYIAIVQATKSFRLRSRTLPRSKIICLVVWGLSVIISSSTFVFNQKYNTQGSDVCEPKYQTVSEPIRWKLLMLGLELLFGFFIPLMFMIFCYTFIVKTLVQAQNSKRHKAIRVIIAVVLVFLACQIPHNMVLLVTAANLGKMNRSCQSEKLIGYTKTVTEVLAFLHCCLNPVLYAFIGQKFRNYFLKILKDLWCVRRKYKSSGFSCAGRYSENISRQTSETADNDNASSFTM
EBI2 block – blocks human EBI2 receptor beta-arrestin signaling | P32249 | EBI2 beta-arrestin recruitment, luminescence, 7a,25-OHC stimulated | inhibition, % at 5 µM | 360,000 compounds, 0.81% hits; in the data active means inhibition above about 38%;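 further: enzyme fragment complementation signal reports receptor beta-arrestin coupling in cells; 0% = agonist plus DMSO wells and 100% = wells without agonist; some results beyond the cut were filed as inactive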
Target sequence (P32249 whole entry, looked up, the tested form may be a part): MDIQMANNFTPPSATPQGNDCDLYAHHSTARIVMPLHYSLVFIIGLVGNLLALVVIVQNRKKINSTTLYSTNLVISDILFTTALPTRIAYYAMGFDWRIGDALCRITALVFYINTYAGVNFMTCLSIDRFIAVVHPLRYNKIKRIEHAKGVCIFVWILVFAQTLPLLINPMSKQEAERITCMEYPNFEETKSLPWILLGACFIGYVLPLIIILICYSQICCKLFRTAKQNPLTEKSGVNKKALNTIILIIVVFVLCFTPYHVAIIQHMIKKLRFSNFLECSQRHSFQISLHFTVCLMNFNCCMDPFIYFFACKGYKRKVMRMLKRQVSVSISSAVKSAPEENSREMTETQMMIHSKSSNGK
Gli-Sufu antag – Gli-Sufu pathway antagonism. Sufu-KO-LIGHT fibroblasts, Gli luciferase reporter luminescence. 340,000 compounds, 0.74% hits. inhibition, % at 5 µM. AID 588413;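 active means inhibition above about 55%, limit read from the data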;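 further: 0% = DMSO-treated cells and 100% = wells with medium but no cells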
MPTP block – inhibitors of mitochondrial permeability transition pore; isolated mouse mitochondria, Ca2+ swelling absorbance, 30 min; inhibition, % at 10 µM; 360,000 compounds, 1.4% hits; AID 602449;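 active means inhibition of 50% or more, scaled per plate between neutral and stimulator controls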;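 further: 0% = DMSO wells given calcium and 100% = 1 mM EGTA wells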
GRIN3A LBD mod – NR3A (human) ligand-binding domain modulation | AID 1259313 | Tm shift relative to glycine control, % at 25 µM | NR3A LBD differential scanning fluorimetry, Tm shift; 0% = protein alone, 100% = glycine-bound protein | 340,000 compounds, 2.5% hits;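 active means melting temperature shift of at least 10% of the positive control shift, at one fixed dose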
CXCR6 block – blocks human CXCR6 beta-arrestin recruitment; CHO-K1 PathHunter CXCR6 beta-arrestin, luminescence; 360,000 compounds, 0.36% hits; AID 602244; O00574; inhibition, % at 20 µM; in the data active means inhibition above about 34%, passing the limit was not always enough;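 further: antagonist mode with CXCL16 agonist at 10 nM final; 0% = 10 nM CXCL16 with DMSO and 100% = unstimulated wells without agonist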
A3G deaminase – APOBEC3G (human) deaminase inhibition. recombinant A3G, ssDNA deamination FAM/TAMRA fluorescence. AID 493012. 330,000 compounds, 0.28% hits. Q9HC16. inhibition, % at 20 µM;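 active means inhibition of at least 40% at 20 µM, with no more than 30% in the related APOBEC3A deaminase screen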;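 further: plate controls were DMSO wells with A3G for no effect and wells lacking A3G enzyme for full effect; some compounds called inactive have numbers as strong as hits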
A3A deaminase – blocks human APOBEC3A ssDNA deamination | P31941 | recombinant A3A, FAM/TAMRA ssDNA deamination fluorescence | inhibition, % at 20 µM | 330,000 compounds, 0.41% hits | AID 493011;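 active means at least 40% inhibition at 20 µM here, with at most 30% in a related deaminase screen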;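 further: plate controls were A3A with DMSO for no effect and wells lacking A3A enzyme for full effect; some results filed as inactive read as strong as hits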
Target sequence (P31941 whole entry, looked up): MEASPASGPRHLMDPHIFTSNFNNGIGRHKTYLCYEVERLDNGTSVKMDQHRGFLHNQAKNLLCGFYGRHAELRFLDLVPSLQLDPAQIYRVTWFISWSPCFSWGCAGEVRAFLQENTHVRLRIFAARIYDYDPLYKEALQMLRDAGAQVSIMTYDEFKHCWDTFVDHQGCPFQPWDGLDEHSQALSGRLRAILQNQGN
Numbers without * were called inactive; . = no result given.

SMILES	CCR6 antagonist	EBI2 block	Gli-Sufu antag	MPTP block	GRIN3A LBD mod	CXCR6 block	A3G deaminase	A3A deaminase
COc1cc(/C=C2\SC(c3ccc(C)cc3)=NC2=O)cc(OC)c1O	65*	11	46	14	-17	38	-5	-6
COc1ccc(C(=O)NNC(=O)C(Cc2ccc(O)cc2)NC(=O)c2ccccc2NC(=O)c2ccc(OC)cc2)cc1 (stereo not given)	8	2	-5	1.3	4	-9	2	1
O=C(c1cc(-c2ccc(F)cc2)nc2ccccc12)N1CCN(C2CCS(=O)(=O)C2)CC1 (stereo not given)	-1	-11	1	-2.8	-6	-3	-2	21
Cc1ccc(NCc2ccc(Cl)nc2)c(NCc2ccc(Cl)nc2)c1	14	6	6	0.2	2	7	-1	2
Cc1cc(NC(=O)CSc2nnc(CNC(=O)c3ccc(C(C)(C)C)cc3)o2)no1	7	-10	-9	-0.2	3	0	-3	3
CC(=O)Nc1ccc(Nc2nc3ccccc3nc2NS(=O)(=O)c2ccc(Cl)c([N+](=O)[O-])c2)cc1	16	-1	-2	10	24*	-1	.	.
CCN1C(=O)[C@H]2[C@@H](c3ccc(SC4CCCCC4)cc3)N[C@@](CC(C)C)(C(=O)OC)[C@H]2C1=O	25	24	-3	2.5	-2	14	-2	0
CCOC(=O)c1ccc(C(=O)OCC)c(NC(=S)Nc2ccc([N+](=O)[O-])cc2OC)c1	18	-1	-22	10	-2	3	-2	-2
O=C(O)CCCN1C(=O)/C(=C/c2cn(-c3ccccc3)nc2-c2cccs2)SC1=S	1	10	-1	21	3	7	.	.
Nc1cc(S(=O)(=O)N2CCOCC2)ccc1N1CCOCC1	-3	-1	2	0.0	8	6	-2	4
NS(=O)(=O)c1ccc(CCNC(=O)Nc2ccc(Cl)c(Cl)c2)cc1	7	18	-23	29	2	0	-5	-10
CCOc1cc(NS(=O)(=O)c2ccc(NC(C)=O)cc2)c(OCC)cc1NC(=O)c1cccs1	9	9	-7	-1.9	-11	1	-9	-3
Oc1cc2c(cc1O)[C@@H](c1ccccc1)CNCC2	3	-2	-2	-2.7	6	0	.	.
CCN(CCn1cccn1)C(=O)c1cccc(OC2CCN(S(C)(=O)=O)CC2)c1	0	-4	10	-0.3	0	6	-7	-2
Cc1ccc(C2CC(=O)C=C(O)C2)cc1 (stereo not given)	1	-2	4	-0.6	0	8	-4	-9
CN(CC(=O)NCCc1ccc(F)cc1)Cc1cccs1	19	2	-3	-0.9	6	-2	-4	1
COC(=O)c1sccc1NC(=O)c1sccc1C	19	6	7	0.9	1	7	-4	-1
COc1ccc(-c2csc(Nc3cccnc3)n2)cc1	-3	18	5	1.0	5	18	-3	-2
CCOc1ccccc1N(CC(=O)N(C)Cc1ccccc1)S(=O)(=O)c1ccccc1	23	0	13	1.4	2	10	-6	-1
COC(=O)c1ccc(/C=N/OCC(=O)NC2CCCC(C)C2C)cc1 (stereo not given)	19	24	.	-1.2	-1	6	5	1

3 structures out of the list, ordered by molar mass, descending:
SMILES	CCR6 antagonist	EBI2 block	Gli-Sufu antag	MPTP block	GRIN3A LBD mod	CXCR6 block	A3G deaminase	A3A deaminase
COc1ccc(-c2csc(Nc3cccnc3)n2)cc1	-3	18	5	1.0	5	18	-3	-2
COC(=O)c1sccc1NC(=O)c1sccc1C	19	6	7	0.9	1	7	-4	-1
Cc1ccc(C2CC(=O)C=C(O)C2)cc1 (stereo not given)	1	-2	4	-0.6	0	8	-4	-9

Back to the main list, starting 4 compounds before the break.
SMILES	CCR6 antagonist	EBI2 block	Gli-Sufu antag	MPTP block	GRIN3A LBD mod	CXCR6 block	A3G deaminase	A3A deaminase
COC(=O)c1sccc1NC(=O)c1sccc1C	19	6	7	0.9	1	7	-4	-1
COc1ccc(-c2csc(Nc3cccnc3)n2)cc1	-3	18	5	1.0	5	18	-3	-2
CCOc1ccccc1N(CC(=O)N(C)Cc1ccccc1)S(=O)(=O)c1ccccc1	23	0	13	1.4	2	10	-6	-1
COC(=O)c1ccc(/C=N/OCC(=O)NC2CCCC(C)C2C)cc1 (stereo not given)	19	24	.	-1.2	-1	6	5	1
COc1ccc(S(=O)(=O)NCc2ccccn2)cc1NC(=O)c1ccccc1C	1	-22	-7	1.2	-1	-4	2	-1
Cc1cc(Cc2cc(C)c(N)cc2C)c(C)cc1N	9	-1	-7	-1.1	0	-7	-7	-5
CCCOc1ccc(/C=N/O)cc1	13	-4	-5	-1.7	2	-7	0	3
CC1=C(C(=O)OC2CCCCC2)C(c2cccnc2)n2ncnc2N1 (stereo not given)	3	-2	7	2.2	4	-6	-4	1
O=C(NC(=S)N1CCCc2ccccc21)c1ccco1	7	-1	3	-0.4	0	1	-2	-1
CCOC(=O)CSc1nnc(NC(=O)c2ccc3c(c2)OCO3)s1	2	3	7	1.0	0	-5	-4	0
CC1(C)Cc2nc(-c3ccccc3)n3cnnc3c2CO1	0	-5	5	-1.1	1	-6	-5	-2
COc1ccc(-c2[nH]ncc2CN2CCN(Cc3cccs3)CC2)cc1F	-1	8	-13	0.5	-4	-7	-6	1
O=C(COC(=O)/C=C/c1cccc(F)c1)Nc1ccccc1	9	-11	-7	0.2	-2	-10	4	1
O=C(CN1C(=O)COc2ccccc21)NCCN1CCC(Cc2ccccc2)CC1	-10	-8	15	-0.7	1	11	-7	-1
O=C(N/C(=C/c1cccc([N+](=O)[O-])c1)C(=O)N1CCCCCC1)c1cccs1	6	-6	40	-1.0	15*	-19	-4	-1
CCOC(=O)NC(N(O)c1cccc(Cl)c1)C(Cl)(Cl)Cl (stereo not given)	-2	-9	-8	13	1	-24	-8	-3
CC(=O)C1=C(O)C(=O)N(CCN2CCOCC2)C1c1ccc(N(C)C)cc1 (stereo not given)	-6	-9	-6	-2.7	-1	-11	-7	-6
CC(=O)c1ccc(NC(=O)C2=CC(c3ccco3)=NS(=O)(=O)N2C)cc1	6	-1	-16	1.9	0	3	2	1
c1cc(-c2nnc3sc(C4CCCCC4)nn23)ccn1	2	-1	-10	-2.0	-3	2	-12	-9
Cc1ccc(S(=O)(=O)NCC2COc3ccccc3O2)cc1 (stereo not given)	-5	1	5	0.6	10	2	-1	2
COc1cc2sc(-c3ccccc3OC)c(-c3ccc(OCCN4CCCCC4)cc3)c2cc1OC	13	-4	14	-0.4	-7	3	-6	-6
Clc1ccc(-c2noc(CN3CCCC3)n2)cc1	15	-11	-55	-1.3	0	-17	-5	-3
O=C(NNC(=O)c1ccc2ncccc2c1)c1ccc(Cl)cc1	2	8	-2	-0.6	-1	-5	-9	0
C#CCOCCOCCOCCNc1nc(N2CCN(C(=O)CCCCCCCCCCNC(=O)Cn3cc(CCCCCN)nn3)CC2)nc(N2CCN(C(=O)CCCCCCCCCCNC(=O)[C@@H](CCSC)n3cc(CCO)nn3)CC2)n1	5	-1	1	-7.4	3	0	-7	2

Compound profiles (already shown).
Entry for CC(=O)C1=C(O)C(=O)N(CCN2CCOCC2)C1c1ccc(N(C)C)cc1 (stereo not given) : CCR6 antagonist = -6; EBI2 block = -9; Gli-Sufu antag = -6; MPTP block = -2.7; GRIN3A LBD mod = -1; CXCR6 block = -11; A3G deaminase = -7; A3A deaminase = -6
Entry for O=C(NNC(=O)c1ccc2ncccc2c1)c1ccc(Cl)cc1 : CCR6 antagonist = 2; EBI2 block = 8; Gli-Sufu antag = -2; MPTP block = -0.6; GRIN3A LBD mod = -1; CXCR6 block = -5; A3G deaminase = -9; A3A deaminase = 0
Entry for COc1cc2sc(-c3ccccc3OC)c(-c3ccc(OCCN4CCCCC4)cc3)c2cc1OC : CCR6 antagonist = 13; EBI2 block = -4; Gli-Sufu antag = 14; MPTP block = -0.4; GRIN3A LBD mod = -7; CXCR6 block = 3; A3G deaminase = -6; A3A deaminase = -6

Continued:
SMILES	CCR6 antagonist	EBI2 block	Gli-Sufu antag	MPTP block	GRIN3A LBD mod	CXCR6 block	A3G deaminase	A3A deaminase
Cc1ccc(S(=O)(=O)NN2C(=O)c3ccccc3NC2c2ccco2)cc1 (stereo not given)	-5	-9	4	-0.8	0	8	-1	-3
C=CCn1c(SCc2ccc(C(=O)Nc3nccs3)cc2)nnc1-c1ccc(C)c(Cl)c1	7	3	21	5.9	-4	0	-2	1
CCC(=O)N1C(C(=O)NCc2ccc(OC)cc2)CSC1c1ccc(OC)cc1 (stereo not given)	-4	-9	2	-2.6	-2	-4	4	2
O=Cc1cn(CCC(=O)O)nc1-c1cccc(Cl)c1	1	-13	-4	-1.2	-1	-8	-8	-4
CCCCn1c(N)c(N(CCOC)C(=O)CSc2ccc([N+](=O)[O-])cc2)c(=O)[nH]c1=O	1	-4	-9	-0.9	0	0	-3	8
CCOC(=O)C1CCN(C(=O)CCCn2nc(C)c3c(C)n(-c4ccc(C)cc4)nc3c2=O)CC1	7	11	-13	-0.3	-1	16	2	-6
CN(CC(=O)NCCc1ccccn1)S(=O)(=O)c1ccc(Cl)cc1	-1	-3	-27	0.1	0	0	-4	-5
Cc1ccc(C(=O)Nc2ccc3ccccc3n2)cc1	13	37	-168	0.8	-1	-6	-3	-1
C=CCNC(=S)Nc1sc2c(c1C(=O)OCC)CC(C)(CC)OC2 (stereo not given)	-10	-6	-3	11	-4	2	-7	-4
Cc1ccc(NC(=O)COC(=O)c2oc3ccccc3c2C)cc1S(=O)(=O)N1CCOCC1	-4	6	1	-1.5	2	-7	2	2
CSCCC(NS(=O)(=O)c1ccc2c(c1)oc(=O)n2C)C(=O)NC1CCCCC1 (stereo not given)	0	0	-7	-2.3	0	-2	-9	-1
O=C(CCN1C(=O)C2C3CCC(C3)C2C1=O)Nc1ccc(Br)cc1 (stereo not given)	3	-1	-11	0.8	-10	10	-2	1
C/C(=N\Nc1cc(Cl)nc(C)n1)c1ccccc1	-1	-2	-32	-2.0	-1	4	-5	-7
COc1ccc(CN2CCN(C(C)C(=O)N3CCc4ccccc43)CC2)cc1OC (stereo not given)	12	-25	-5	0.2	-1	-4	-12	18
COc1cccc(NC(=O)N2CCN(c3nc(-c4cccc(OC)c4)cs3)CC2)c1	-8	14	24	14	-1	-6	3	-4

Single values from the entries so far.
In MPTP block, `COc1cccc(NC(=O)N2CCN(c3nc(-c4cccc(OC)c4)cs3)CC2)c1` shows 14
In CXCR6 block, `O=C(CCN1C(=O)C2C3CCC(C3)C2C1=O)Nc1ccc(Br)cc1` (stereo not given) shows 10
